Assay outcomes (PubChem BioAssay)
Jurkat NFkB inh: inhibitors of induced NF-kB luciferase reporter, primary screen, TCR NF-kB activation inhibitor project, cell-based, luminescence, uHTS | Jurkat, PMA/ionomycin-induced NF-kB luciferase reporter | inhibition, % at 4 µM | 330,000 compounds, 0.53% hits | AID 435003, 2010; in the data active means inhibition above about 50%
697 NFkB inh: inhibitors of PMA/ionomycin-induced NF-kB reporter, 697 cells, primary screen, B-cell NF-kB inhibitor project, cell-based, luminescence, uHTS; inhibition, % at 4 µM; 697 B-cell NF-kB luciferase reporter, 16 h; AID 435022, 2010; 330,000 compounds, 0.33% hits; in the data active means inhibition above about 35%
CCR6 antagonist: CCR6 receptor antagonists, primary screen, cell-based, CHO-K1, luminescence, beta-arrestin, uHTS; 340,000 compounds, 0.49% hits; inhibition, % at 20 µM; C-C chemokine receptor type 6 (Homo sapiens), P51684; CHO-K1 CCR6 PathHunter beta-arrestin, CCL20-stimulated;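 active means compounds whose inhibition of the agonist-driven luminescence signal at 20 µM reaches about 50%, limit read from the data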;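 further: cells stimulated with CCL20 at 14 nM final; plate controls were DMSO with CCL20 for no effect and DMSO without agonist for full effect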
APJ antag: antagonists of human apelin receptor APJ, primary screen, CHO-K1 cells, beta-arrestin complementation, luminescence. P35414. inhibition, % at 20 µM. 330,000 compounds, 0.32% hits;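 active means inhibition above about 40% at 20 µM, limit read from the data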;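 further: cells challenged with 10 nM apelin-13 agonist together with compound; plate controls were apelin-13 plus DMSO wells for no effect and DMSO wells lacking apelin-13 for full effect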
Target sequence (P35414 whole entry, looked up): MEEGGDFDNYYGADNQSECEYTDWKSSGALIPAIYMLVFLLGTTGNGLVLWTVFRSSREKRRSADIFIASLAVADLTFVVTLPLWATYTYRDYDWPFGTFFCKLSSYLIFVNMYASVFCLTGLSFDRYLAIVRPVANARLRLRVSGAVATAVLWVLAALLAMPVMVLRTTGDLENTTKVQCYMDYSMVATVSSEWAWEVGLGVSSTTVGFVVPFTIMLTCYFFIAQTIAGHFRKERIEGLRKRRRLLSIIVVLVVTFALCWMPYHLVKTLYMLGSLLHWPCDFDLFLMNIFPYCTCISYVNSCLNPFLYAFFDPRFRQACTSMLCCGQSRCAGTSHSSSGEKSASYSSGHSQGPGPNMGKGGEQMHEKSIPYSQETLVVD
CXCR6 inh: CXCR6 receptor inhibitors, primary screen, cell-based, beta-arrestin, luminescence, CHO-K1 PathHunter, 1536-well; 360,000 compounds, 0.36% hits; C-X-C chemokine receptor type 6 (Homo sapiens), O00574; inhibition, % at 20 µM; in the data active means inhibition above about 34%, passing the limit was not always enough;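 further: antagonist mode with CXCL16 agonist at 10 nM final; 0% = 10 nM CXCL16 with DMSO and 100% = unstimulated wells without agonist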
Target sequence (O00574 whole entry, looked up): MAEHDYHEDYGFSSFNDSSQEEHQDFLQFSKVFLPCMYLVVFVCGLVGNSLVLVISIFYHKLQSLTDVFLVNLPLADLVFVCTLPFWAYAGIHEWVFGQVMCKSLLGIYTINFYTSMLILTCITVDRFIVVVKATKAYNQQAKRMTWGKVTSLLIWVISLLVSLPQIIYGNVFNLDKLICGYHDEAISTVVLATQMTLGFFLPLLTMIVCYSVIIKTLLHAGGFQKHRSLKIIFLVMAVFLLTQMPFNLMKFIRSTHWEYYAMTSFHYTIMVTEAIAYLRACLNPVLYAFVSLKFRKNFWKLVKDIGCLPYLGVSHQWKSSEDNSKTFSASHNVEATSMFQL
UBC13 inh: UBC13 polyubiquitin chain formation inhibitors, primary screen, biochemical, TR-FRET, uHTS. inhibition, % at 20 µM. 330,000 compounds, 0.47% hits. AID 485273, 2010; in the data active means inhibition above about 45%, passing the limit was not always enough; inconclusive means no clear call, values can overlap the other calls
Gli-Sufu block: Gli-Sufu pathway antagonists, primary screen, luciferase luminescence, Sufu-KO-LIGHT cells, uHTS; Sufu-KO-LIGHT fibroblasts, Gli luciferase reporter luminescence; inhibition, % at 5 µM; 340,000 compounds, 0.74% hits;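 active means inhibition above about 55%, limit read from the data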;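 further: 0% = DMSO-treated cells and 100% = wells with medium but no cells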
EBI2 antag: EBI2 receptor antagonists, beta-arrestin recruitment, primary screen, cell-based, luminescence, 7a,25-OHC stimulation, uHTS. 7a,25-OHC stimulated. inhibition, % at 5 µM. 360,000 compounds, 0.81% hits; in the data active means inhibition above about 38%;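 further: enzyme fragment complementation signal reports receptor beta-arrestin coupling in cells; 0% = agonist plus DMSO wells and 100% = wells without agonist; some results beyond the cut were filed as inactive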
Target sequence (P32249 whole entry, looked up, the tested form may be a part): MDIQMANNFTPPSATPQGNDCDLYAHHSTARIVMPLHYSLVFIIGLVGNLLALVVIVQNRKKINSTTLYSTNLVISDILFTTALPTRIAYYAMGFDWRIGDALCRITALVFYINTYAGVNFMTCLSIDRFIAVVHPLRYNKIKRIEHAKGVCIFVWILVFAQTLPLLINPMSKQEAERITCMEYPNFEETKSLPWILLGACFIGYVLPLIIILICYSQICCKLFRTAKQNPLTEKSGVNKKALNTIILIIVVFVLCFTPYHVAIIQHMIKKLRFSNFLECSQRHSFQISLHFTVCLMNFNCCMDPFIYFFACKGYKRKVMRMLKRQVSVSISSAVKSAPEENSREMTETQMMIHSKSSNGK
* = called active by the depositor; ? = inconclusive; / = not tested or not shown. This is a random part of the collection; any-hit rate near 3%.

smiles,Jurkat NFkB inh,697 NFkB inh,CCR6 antagonist,APJ antag,CXCR6 inh,UBC13 inh,Gli-Sufu block,EBI2 antag
Cc1ccc(NC(=O)NNC(=O)COc2ccc(Cl)cc2)cc1,-9,-14,6,12,-8,-3,2,-12
COc1ccc(C(=O)NCC(=O)OCc2csc(-c3ccccc3)n2)cc1,-11,-2,1,3,0,-7,-1,-2
C/C(Cc1ccccc1)=N\NC(=O)c1cccnc1,-24,-1,-10,-10,-1,-13,-3,-10
CC(=O)c1cccc(NC(=O)N2CC(C)OC(C)C2)c1 (centres undefined),2,9,10,2,6,-4,-18,9
COCCNC(=O)C(=O)NNC(=O)COc1ccc(OC)cc1,-4,-2,-15,7,4,0,-6,3
N#C/C(=C\N1CCCCC1)S(=O)(=O)c1ccc(Cl)cc1,4,-8,-2,-20,-8,-1,3,-12
c1ccc2[nH]c(CSc3nccs3)nc2c1,-43,-38,1,3,-2,-8,-10,-8
Cc1sc2ncn(CC(=O)NCC3COc4ccccc4O3)c(=O)c2c1S(=O)(=O)N1CCOCC1 (centres undefined),-6,-1,0,-27,-7,-4,-5,-3
CCc1ccccc1NC(=O)N1CCc2ccccc21,-1,13,5,-12,7,11,-2,-8
CCOC(=O)c1cc2c(=O)n3ccccc3nc2n(CC(C)C)c1=NC(=O)c1ccco1,-7,-27,12,14,2,-6,4,7
CCCCCC(=O)Nc1ccc(C(=O)COC(=O)c2ccccn2)cc1,-2,12,7,-8,4,3,-9,2
CCCCSc1nc2sc3c(c2c(=O)n1-c1ccccc1)CCN(C)C3,-4,-29,5,11,6,5,3,-10
Cc1cc(C)c(S(=O)(=O)ON2C(=O)c3ccccc3C2=O)cc1C,2,-15,67*,1,13,19,14,-1
CC(C)(Oc1ccc(Cl)cc1)C(=O)NC1CCSC1=O (centres undefined),-27,0,-8,1,4,-13,0,-3
COc1cccc(C(=O)NN2CCOCC2)c1,-11,12,6,4,2,6,3,0
CCCSc1nc(-n2ncc(C#N)c2N)c2c3c(sc2n1)CCC(C)C3 (centres undefined),8,6,10,12,8,-8,14,12
CNC(=O)c1ccc(NC(=O)Cc2ccc(S(=O)(=O)N3CCOCC3)s2)cc1,-9,22,4,-3,2,7,-1,-5
O=C(Nc1ccc(NC(=O)c2ccco2)nc1)c1cccnc1,-67,-46,-8,-20,-4,-8,-46,4
COC(=O)c1c(C)oc2ccc(OC(=O)c3cccs3)cc12,-7,8,13,8,2,7,1,3
O=C(NCc1ccc(C(F)(F)F)cc1)c1ccc2c(c1)S(=O)(=O)c1ccccc1C2=O,17,5,9,-91,-5,-2,-13,-7
CCN1C(=O)c2ccccc2S(=O)c2ccc(C(=O)NCc3ccc(OC)cc3)cc21 (centres undefined),19,-3,6,3,-2,4,1,1
C=CCNc1ccc(C(=O)O)cc1,11,5,4,2,-4,9,-1,-13
CC(Oc1ccccc1)C(=O)OCC(=O)NC(=O)NC1CCCCC1 (centres undefined),5,-7,7,3,-1,6,-6,-3
O=C1CN(C(=O)c2cc([N+](=O)[O-])ccc2Cl)C(c2ccc(F)cc2)c2cc(F)ccc2N1 (centres undefined),11,3,4,-3,-18,18,-2,1
C#CC(C)(O)C1CC(CC(=O)O)C1(C)C (centres undefined),/,/,8,/,-3,/,4,1
O=C1CCC(c2ccccc2)=NN1,-5,-4,4,-9,-8,-4,-26,0
Cc1ccccc1NS(=O)(=O)c1cc2c3c(c1)CC(=O)N3CCC2,5,7,4,21,-3,8,4,0
CCC(=O)N(Cc1ccco1)c1nc(-c2cc(OC)ccc2OC)cs1,-4,11,-7,15,4,5,-1,15
Cc1nn(C)c(C)c1NC(=O)c1ccc(S(=O)(=O)N(C)C)cc1,-13,10,-8,1,-3,2,-7,6
O=C1N[C@@H](Cc2cn(S(=O)(=O)c3ccccc3)c3ccccc23)C(=O)N[C@H]1Cc1ccccc1,13,38*,-5,-76,0,-7,-39,5
CCNS(=O)(=O)c1ccc(NC(=O)Cc2ccc(F)cc2)cc1,1,-12,-1,15,-11,4,-1,-14
C[C@H](NC(=O)c1[nH]cnc1C(=O)Nc1ccc(CNC(=O)OC(C)(C)C)cc1)C(=O)OCc1ccccc1,31,-10,-18,-16,-14,-22,-12,-43
Cc1nn(-c2ccccc2)c(C)c1C(=O)OCC(N)=O,-2,12,-1,12,-7,-5,-5,-5
Cc1n[nH]c(=O)c2c1nnn2Cc1ccc(F)cc1,10,-13,8,-5,-8,4,-1,8
Cc1noc(C)c1S(=O)(=O)N1CCC(C(=O)NCCC2=CCCCC2)CC1,-1,18,8,10,4,5,-14,4
O=C(O)c1ccc(N(c2ccccc2)c2ccccc2)cc1,-3,6,8,-14,-8,6,9,-9
CC(C)(C)C(=O)Nc1cc(NC(=O)C(C)(C)C)cc(C(=O)Nc2cc(C(=O)O)cc(C(=O)O)c2)c1,5,9,1,-1,7,-4,-4,-9
COc1cc2c(cc1OC)C1=C(C#N)CC/C(=N\S(=O)(=O)c3ccccc3)N1CC2,2,-16,-14,-4,-1,-7,-1,-1
COc1ccc(S(=O)(=O)N(CC(=O)NCc2cccnc2)c2ccc(F)cc2)cc1OC,-16,1,/,-2,/,-4,/,/
CC(=O)Nc1c2c(nn1-c1ccc(F)cc1)CSC2,0,-2,8,-4,-2,-1,-3,-1
COc1ccc(/C(=N/Nc2ncnc3ccccc23)C(=O)O)cc1,-26,-68,-5,-5,1,-26,34,5
NNC(=O)c1ccc(CN2C(=O)c3cccc4cccc2c34)cc1,-4,0,-17,-25,-16,96*,2,-12
COc1cc(/C=C2\C(=O)N(CCC#N)N=C2C)c(Br)cc1OC(C)C,-10,10,-7,-3,-12,-1,2,-13
CCn1c(=O)c(CCC(=O)N2CCOCC2)c(C)c2c(C)nn(-c3ccccc3)c21,-6,-10,-4,1,10,20,12,10
CCOc1ccc(-c2ccc(SCC(=O)Nc3nnc(C)s3)nn2)cc1,-78,0,0,-2,-2,0,-7,7
COc1ccc(C(C)C)cc1S(=O)(=O)Nc1ccc(Cl)cn1,-8,3,-11,13,-8,-2,2,-6
COc1ccc(/C(C)=N/NC(=O)CNC(=O)c2cccnc2)cc1,-23,7,9,-10,-3,5,9,6
COC(=O)c1ccc(C2/C(=C(/O)c3ccc(OC)cc3)C(=O)C(=O)N2Cc2ccco2)cc1 (centres undefined),-11,-22,-4,0,2,0,-3,-22
Cc1cccc(NS(=O)(=O)c2ccc3nc(-c4ccccc4)[nH]c3c2)c1C,5,1,9,-19,-10,1,2,-7
CCOc1ccc(-n2nc3cc(C)c(N)cc3n2)cc1,-166,-157,-28,-32,-11,-3,-57,-3
COc1ccc2sc(-c3ccc(S(C)(=O)=O)cc3)c(-c3ccc4c(c3)OCCO4)c2c1,-6,5,12,-5,12,?,1,15
O=C(Cn1c(=O)n(CCC(=O)N2CCc3ccccc3C2)c(=O)c2ccccc21)NCC1CCCO1 (centres undefined),/,/,1,/,10,/,-5,-2
COCCOC(=O)C1=C(N)Oc2c(oc(CO)cc2=O)C1c1ccccc1F (centres undefined),7,31,-15,20,-2,12,3,1
C#CCOCCOCCOCCNc1nc(N2CCN(C(=O)[C@H]([C@@H](C)CC)n3cc(CCC(=O)O)nn3)CC2)nc(N2CCN(C(=O)[C@H](C)n3cc(CCCN=C(N)N)nn3)CC2)n1,8,13,0,5,0,-5,5,-4
CCOc1ccc(S(=O)(=O)N2CCCC(C(=O)NC3CCCC3)C2)cc1 (centres undefined),18,-8,2,9,6,0,1,4
COc1ccc(/C=N/N(C)C2=NS(=O)(=O)c3ccccc32)cc1,25,6,-4,4,-7,-1,7,-2
Cc1cc(Cl)ccc1OCCCC(=O)NNC(=O)c1ccncc1,20,13,8,8,-12,-1,11,0
c1n[nH]c(NCc2ccc3c(c2)OCO3)n1,4,1,-8,-5,3,1,0,-10
Cc1cccc(NC(=O)c2cc([N+](=O)[O-])ccc2N2CCN(C)CC2)c1,8,18,10,-2,-10,5,5,-11
COc1cc(/C=N/N(C)C2=NS(=O)(=O)c3ccccc32)cc(OC)c1OC,-4,13,9,13,-4,34,14,-2

Pulled by compound from the list above, 2 records:
smiles,Jurkat NFkB inh,697 NFkB inh,CCR6 antagonist,APJ antag,CXCR6 inh,UBC13 inh,Gli-Sufu block,EBI2 antag
COCCOC(=O)C1=C(N)Oc2c(oc(CO)cc2=O)C1c1ccccc1F (centres undefined),7,31,-15,20,-2,12,3,1
Cc1cccc(NS(=O)(=O)c2ccc3nc(-c4ccccc4)[nH]c3c2)c1C,5,1,9,-19,-10,1,2,-7

Looked up above:
`CCOc1ccc(S(=O)(=O)N2CCCC(C(=O)NC3CCCC3)C2)cc1` (centres undefined) | Jurkat NFkB inh: 18
`COc1ccc(C(C)C)cc1S(=O)(=O)Nc1ccc(Cl)cn1` | EBI2 antag: -6
`O=C(Cn1c(=O)n(CCC(=O)N2CCc3ccccc3C2)c(=O)c2ccccc21)NCC1CCCO1` (centres undefined) | CCR6 antagonist: 1

Continuation:
smiles,Jurkat NFkB inh,697 NFkB inh,CCR6 antagonist,APJ antag,CXCR6 inh,UBC13 inh,Gli-Sufu block,EBI2 antag
CCN(C(=O)CSc1nc(C)c(C)c(C)n1)C1CCS(=O)(=O)C1 (centres undefined),-2,6,17,6,0,9,-19,-1
O=C(CSc1nc(O)cc(=O)[nH]1)N1CCOCC1,15,28,6,-8,-2,3,-33,-8
Cn1cnc2nc[nH]c2c1=O,/,/,-2,/,-5,/,-8,3
COc1ccc(N2C(=O)CCC2(C#N)c2ccc(OC)cc2)cc1 (centres undefined),0,10,-8,10,3,-3,-4,-16
Cc1nnc2ccc(N3CCC4(CC3)OCCO4)nn12,-3,8,0,22,5,-3,11,-4
CCCCn1c(=NC(=O)c2cccnc2)c(C(=O)OCC)cc2c(=O)n3ccccc3nc21,/,/,-4,/,-2,/,-2,-1
CC(O)(CS(=O)(=O)Cc1ccccc1)C(=O)Nc1ccc(C(F)(F)F)cc1 (centres undefined),-6,27,1,5,-8,-2,-7,-4
CCNC(=S)N1CCN(CC)CC1,-3,4,8,-6,0,-9,8,0
Cc1nc(SCc2ccccc2F)c2cnn(-c3ccccc3)c2n1,-47,-56,/,1,/,?,/,/
N#Cc1ccc(OCC(=O)N/N=C2\CCc3ccccc32)cc1,11,20,8,5,-9,-1,3,11
COC(=O)COc1cccc2c(=O)n(CC(=O)NCCc3ccccc3)ccc12,9,-11,-1,9,-4,-6,2,-3
O=C(CSc1nnnn1-c1ccc(F)cc1)Nc1nc2ccccc2s1,-3,9,0,-8,-11,3,11,4
CCS(=O)(=O)N1CCC(C(=O)Nc2cccc(C(C)=O)c2)CC1,-11,-9,-15,-1,3,1,5,-2
CC1CCCC(NC(=O)COC(=O)COc2ccc(C#N)cc2)C1C (centres undefined),2,8,-14,14,0,18,1,-2
O=C(Nc1ccnn1C1CCN(Cc2cc(Cl)ccc2O)CC1)c1cccnc1,10,-12,-8,12,11,5,4,7
O=C(NC1CCCCC1)C1CCCN(S(=O)(=O)c2cccs2)C1 (centres undefined),-2,-4,37,19,4,7,-2,10
CCOC(=O)C(Cc1ccccc1)NC(=O)CCc1nnc2ccc(N3CCCC3)nn12 (centres undefined),8,9,7,18,2,1,-16,-7
O=C(C[C@@H]1C/C=C\C[C@H](NC(=O)OCC2c3ccccc3-c3ccccc32)C(=O)O[C@H](c2ccccc2)CNC1=O)NCCO,1,-11,22,6,4,14,54,-6
O=C(CC1S/C(=N/N=C/c2cccs2)NC1=O)Nc1ccc(Cl)c(Cl)c1 (centres undefined),-5,-2,2,-13,-1,-22,-9,0
O=C(COc1ccc(Cl)cc1Cl)NN1C(=O)/C(=C\c2ccc(Cl)cc2)SC1=S,14,13,16,0,6,-17,-7,1
